Screening data from PubChem.
CAL PDZ FP-1: human CAL PDZ-peptide interaction inhibition | purified CAL PDZ, TMR-peptide fluorescence polarization, 1 h | AID 504414 | inhibition, % at 20 µM | 0.02% of 330,000 active;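 active means highest replicate inhibition of at least 40%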;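 further: plate controls were DMSO neutral control wells for no effect and unlabeled competitor peptide control wells for full effect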
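System: tagged CAL PDZ domain. Schedule: 1 h room-temperature incubation prior to read. Signal: fluorescence polarization (mP). Measure: percent inhibition from loss of millipolarization.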
V-ATPase pHluor: regulators of yeast V-ATPase proton transport; S. cerevisiae, pHLuorin cytosolic pH fluorescence; response, % at 10 µM; 0.37% of 350,000 active; AID 504577; in the data active means response mostly above about 7.3%, no sharp cut-off; inactive means mostly below about 5.4%; further: actives read high; inactives centre near 0; some compounds called inactive have numbers as strong as hits; reference of the scale not given here
CAL PDZ FP-2: CAL PDZ (human) peptide binding inhibition | Q9HD26 | AID 602252 | inhibition, % at 24.9 µM | 0.92% of 300,000 active | purified CAL PDZ, TMR-peptide fluorescence polarization, 1 h;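 active means mean inhibition of at least 30% with at least half of replicates also reaching 30%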;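 further: 0% = DMSO neutral control and 100% = excess unlabeled competitor peptide PRC23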
NSD2 inh: blocks human histone methyltransferase NSD2 | O96028 | NSD2 peptide methylation, AlphaScreen, 120 min | inhibition, % at 12.5 µM | 0.54% of 310,000 active; in the data active means inhibition above about 50%
Target sequence (O96028 whole entry, looked up): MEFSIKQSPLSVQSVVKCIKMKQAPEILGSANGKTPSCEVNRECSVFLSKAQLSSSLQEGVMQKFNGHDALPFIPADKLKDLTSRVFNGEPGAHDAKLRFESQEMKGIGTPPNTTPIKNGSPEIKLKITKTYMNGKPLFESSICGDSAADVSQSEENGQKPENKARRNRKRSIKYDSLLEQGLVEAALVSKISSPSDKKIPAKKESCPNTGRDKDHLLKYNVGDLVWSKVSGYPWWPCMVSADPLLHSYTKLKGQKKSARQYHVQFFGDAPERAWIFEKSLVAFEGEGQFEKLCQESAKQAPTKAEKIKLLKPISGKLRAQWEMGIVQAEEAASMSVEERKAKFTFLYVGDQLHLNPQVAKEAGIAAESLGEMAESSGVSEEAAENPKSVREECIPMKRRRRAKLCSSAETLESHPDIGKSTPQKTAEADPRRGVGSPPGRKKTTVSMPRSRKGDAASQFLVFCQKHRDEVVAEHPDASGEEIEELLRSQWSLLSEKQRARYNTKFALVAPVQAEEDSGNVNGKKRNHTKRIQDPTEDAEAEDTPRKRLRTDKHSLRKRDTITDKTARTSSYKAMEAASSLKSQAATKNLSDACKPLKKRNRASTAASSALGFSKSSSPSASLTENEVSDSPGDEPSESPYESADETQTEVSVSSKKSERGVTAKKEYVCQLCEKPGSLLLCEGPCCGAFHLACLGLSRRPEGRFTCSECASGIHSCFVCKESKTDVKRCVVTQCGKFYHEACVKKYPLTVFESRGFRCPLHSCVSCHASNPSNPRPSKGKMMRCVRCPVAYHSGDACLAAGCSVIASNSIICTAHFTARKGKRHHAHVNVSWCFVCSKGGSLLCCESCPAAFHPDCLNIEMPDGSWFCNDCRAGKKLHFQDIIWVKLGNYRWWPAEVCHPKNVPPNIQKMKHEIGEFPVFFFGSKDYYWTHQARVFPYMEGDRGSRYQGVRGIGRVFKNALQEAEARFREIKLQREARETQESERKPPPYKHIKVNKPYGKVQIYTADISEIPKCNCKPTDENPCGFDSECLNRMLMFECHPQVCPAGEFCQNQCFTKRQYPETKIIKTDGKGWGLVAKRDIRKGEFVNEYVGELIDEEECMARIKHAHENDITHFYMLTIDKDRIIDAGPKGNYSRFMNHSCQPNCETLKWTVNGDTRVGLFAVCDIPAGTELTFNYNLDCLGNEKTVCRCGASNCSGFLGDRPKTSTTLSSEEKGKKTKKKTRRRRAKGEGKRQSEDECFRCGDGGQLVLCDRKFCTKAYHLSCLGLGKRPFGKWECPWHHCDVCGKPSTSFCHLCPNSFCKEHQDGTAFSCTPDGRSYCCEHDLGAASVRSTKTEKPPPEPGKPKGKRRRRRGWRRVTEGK
RTF Ca sens inh: cardiac RTF calcium desensitization; AID 493244; inhibition, % at 7.15 µM; 0.12% of 340,000 active; P19429+P45379; IANBD-labeled cardiac RTF, Ca2+ fluorescence;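 active means inhibition above the mean inhibition of all tested compounds plus 3 SD, cut at about 17% in these data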;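 further: assay run at fixed EC70 calcium of 1.6 mM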
C-LANA FP: KSHV C-LANA DNA binding inhibition. AID 504423. inhibition, % at 9 µM. MBP-C-LANA/FAM-LBS DNA binding, fluorescence polarization. 0.078% of 340,000 active;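 active means highest replicate inhibition at or above 60% at 9 µM, even if other replicates fall short; inactive means all replicates below 60% inhibition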;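 further: 0% = neutral control wells and 100% = 4 µM acridine orange control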
DSG3 Ab inh: blocks pemphigus antibody binding to human desmoglein-3; DSG3-coupled beads, scFv-anti-DSG3-GFP binding, flow cytometry; stronger effect = lower value; AID 588358; 0.48% of 310,000 active; P32926; binding (percent of control), % at 10 µM;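 active means binding more than 3 SD below its plate's average and above zero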;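 further: hits lower antibody fragment binding to DSG3; some compounds called inactive have numbers as strong as hits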
Keap1 Nrf2 FP: inhibitors of human Keap1-Nrf2 protein-protein interaction | Keap1 Kelch-Nrf2 peptide fluorescence polarization, 1536-well | inhibition, % at 9.4 µM | 0.15% of 340,000 active | AID 504523; in the data active means inhibition above about 12%;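 further: human Keap1 Kelch domain with fluorescein labeled Nrf2 9mer peptide probe; 0% = neutral control wells and 100% = peptide positive control; higher means more block of Keap1 binding to Nrf2 peptide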
DAGLB inhibitor: blocks human DAGLB lipase activity | AID 504411 | Q8NCG7 | inhibition, % at 5.17 µM | HEK293T DAGLB membrane lysate, EnzChek fluorogenic substrate | 0.059% of 340,000 active; in the data active means inhibition above about 34%;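 further: 0% = enzyme with vehicle and 100% = wells lacking enzyme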
Arr AP2 block: inhibitors of human beta-arrestin and AP2 interaction | FITC-arrestin peptide / GST-AP2 beads, flow cytometry; AP2 beta2 appendage carries R879A mutation | inhibition, % at 10 µM | 0.31% of 340,000 active | AID 504490;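 active means inhibition above a set limit, near 3 SD of compounds lacking own fluorescence, cut at about 54% in these data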;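 further: plate controls were DMSO wells for no effect and 5 µM unlabelled arrestin peptide for full effect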
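System: GST-AP2 R879A glutathione beads. Medium: PBS with 0.05% Tween 20 and 0.1% BSA. Also added: FITC-arrestin peptide, 50 nM. Incubation: 12 min plus 1 h, RT. Measured by: high-throughput flow cytometry of beads, ex 488, em 535 nm. Evaluation: percent drop in bead-associated FITC signal.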
* hit, by the source's call; · = not tested or not shown. Only part of the results is shown, so the mix of outcomes need not match the whole.

SMILES | CAL PDZ FP-1 | V-ATPase pHluor | CAL PDZ FP-2 | NSD2 inh | RTF Ca sens inh | C-LANA FP | DSG3 Ab inh | Keap1 Nrf2 FP | DAGLB inhibitor | Arr AP2 block
COc1ccc(N=C2S/C(=C\c3cc(C)n(C)c3C)C(=O)N2C)cc1 | -0.9 | -3 | 0 | -2 | 3 | -3.2 | · | 2 | 1 | 3
O=C(Cc1ccccc1)N1CCC(c2nc(-c3ccc(F)cc3)no2)CC1 | -0.3 | -8 | -5 | 5 | -9 | 1.8 | 106 | 0 | -5 | -11
Cc1ccc(CCN2CC(C(=O)NCCCN3CCOCC3)CC2=O)cc1 (configuration not stated) | 1.0 | 0 | 0 | 6 | -21 | 1.4 | 101 | -3 | 0 | -2
Cc1cc(C)cc(N(C(=O)c2ccccn2)C(C(=O)NC2CCCCC2)c2ccncc2)c1 (configuration not stated) | -3.3 | -6 | -2 | 5 | -7 | -1.5 | 108 | 3 | -2 | 2
C[C@H](NC(=O)c1nc[nH]c1C(=O)NCC(=O)OCc1ccccc1)c1ccccc1 | -0.3 | 4 | -4 | · | -10 | -2.4 | 107 | 5 | -2 | -6
COc1ccc(CNC(=O)CN2C(=O)CCSc3ccc(S(=O)(=O)N4CCCC4)cc32)cc1 | -3.2 | 2 | -7 | 1 | -8 | 0.4 | 96 | 3 | 1 | -5
O=C(COc1ccc2ccc(=O)oc2c1)Nc1cccc(S(=O)(=O)N2CCCCC2)c1 | 0.3 | 1 | -1 | 0 | -4 | 0.7 | 102 | 4 | 0 | 5
CCc1ccc(CN(C)C(=O)c2cc(S(=O)(=O)N3CCN(CC)CC3)ccc2Cl)cc1 | -2.5 | 1 | -4 | 12 | -6 | -0.3 | 108 | -5 | -3 | 0
O=C(Nc1ccc2c(c1)OCCO2)C1CCC1 | · | 9 | -7 | 1 | 4 | -0.3 | 96 | 1 | 0 | -7
COc1ccc(/C=N/Nc2nc(NCc3ccco3)nc(Nc3ccc(OC)cc3)n2)cc1 | -0.2 | -4 | 6 | · | -9 | 0.5 | 45 | -4 | 4 | 12
COc1ccc(C)cc1NC(=O)c1cc(S(=O)(=O)N2CCOCC2)cn1C | -0.3 | -2 | · | · | 6 | 1.5 | 103 | -3 | 3 | 3
CN(Cc1ccccc1)c1cc(Cl)nc(N)n1 | 0.2 | -2 | -3 | -1 | 5 | 2.2 | 110 | 0 | 1 | -16
C=CCc1cccc(/C=N/NC(=O)C(C)Nc2cccc(C)c2)c1O (configuration not stated) | -0.7 | -4 | 1 | 0 | -8 | 0.9 | 105 | -9 | 6 | 3
CCN1C(=O)c2ccccc2S(=O)(=O)c2ccc(C(=O)NC(C)C)cc21 | 1.6 | 0 | -6 | 52* | -9 | -1.4 | 96 | -6 | -1 | 1
O=c1cc(-c2ccc(O)cc2)oc2ccc3ccccc3c12 | -1.3 | 0 | -5 | -3 | 2 | 0.6 | 108 | 1 | -7 | 13
COC(=O)c1ccc(COC(=O)c2ccc(-n3cnnn3)cc2)o1 | -1.7 | -2 | -7 | 40 | -2 | -0.3 | 99 | -4 | 0 | 27
O=C(CCc1nc2ccccc2c(=O)[nH]1)Nc1ccc(N2CCCCC2)cc1 | -0.5 | 1 | 2 | 41 | 3 | 0.2 | 106 | 1 | 1 | 35
CNc1ncnc(NC)c1[N+](=O)[O-] | -0.7 | -7 | -2 | -2 | 2 | -0.8 | 128 | 4 | 2 | 12
O=C(c1ccc(CS(=O)c2cccc(Cl)c2)o1)N1CCN(C2CCCCC2)CC1 (configuration not stated) | -2.6 | -5 | -3 | 1 | -7 | -0.9 | 103 | -1 | 0 | 30
Cc1ccc(O)c(N=Cc2cccs2)c1 | -0.7 | -1 | -2 | 3 | -16 | 3.9 | 97 | -1 | 0 | 21
O=S(=O)(Nc1ccc(-c2cn3ccsc3n2)cc1)c1ccc2c(c1)OCCO2 | -1.5 | -5 | 3 | 2 | 10 | 1.4 | 103 | -1 | -2 | 13
O=C1C=C(c2cc3ccccc3s2)C[C@@H](c2ccc(F)cc2)C1 | -1.9 | -4 | -5 | · | -14 | 1.2 | 102 | 0 | -17 | 33
Cc1ccc(NC(=O)COc2ccccc2CNC(C)(C)CC(C)(C)C)cc1 | -3.0 | -2 | -4 | 4 | -3 | 0.3 | 132 | -4 | 3 | 20
O=C(CNC(=O)C12CC3CC(CC(C3)C1)C2)OCc1cc(=O)n2cc(Br)ccc2n1 | -1.9 | 0 | 0 | -5 | -19 | 0.5 | 104 | -3 | -1 | 18
CCOC(=O)c1ccccc1NC1OC(=O)c2ccccc21 (configuration not stated) | -1.7 | -5 | 2 | -3 | -1 | -0.2 | 95 | -2 | -3 | 24
COc1ccc(C(=O)COc2ccc3c(C)cc(=O)oc3c2)cc1 | -1.3 | -5 | 1 | 1 | 1 | 3.1 | 109 | -1 | -2 | -1
CC(=O)N1CCc2cc(N=NC3=C(O)CCCC3=O)ccc21 | -1.5 | 0 | · | · | -17 | -4.7 | · | -17 | 2 | -11
CC12CC3(C)CC(C)(C1)CC(C(=O)NC(=S)N1CCOCC1)(C2)C3 | -1.0 | 2 | -2 | 0 | -3 | -1.1 | 107 | -6 | -8 | -8
COc1ccccc1Oc1ccc(N/C=C2/CCCC2=O)cc1 | -0.5 | 1 | 0 | 2 | -5 | -0.6 | 84 | -3 | 2 | 0
O=C(/C=C/c1ccccc1Cl)NCCc1ccc(F)cc1 | -0.8 | -1 | -3 | 0 | -6 | 0.4 | 97 | -2 | -1 | 10
CCOC(=O)CSc1nc(C2CC2)nc2ccccc12 | -3.2 | 5 | -2 | -3 | -7 | -0.3 | 106 | -2 | -1 | 14
O=C(O)CCc1ccc(-c2cccs2)n1CC1CCCO1 (configuration not stated) | -0.2 | 1 | -2 | 0 | -1 | -1.0 | · | -3 | 2 | 34
CCOc1ccc(N(CC)C(=O)CCS(=O)(=O)c2cccc3nonc23)cc1 | -1.6 | -3 | 1 | 0 | -7 | -1.9 | · | 0 | 1 | 3
Oc1c(Br)cc(Br)cc1/C=N/n1c(-c2ccccc2)n[nH]c1=S | 1.2 | -1 | 3 | 8 | -1 | -6.5 | 122 | -4 | 10 | -6
O=C(Nc1ccc(F)cc1)c1nc[nH]c1C(=O)Nc1ccc([N+](=O)[O-])cc1 | -0.3 | 1 | 1 | -1 | 5 | -0.6 | 99 | 6 | 0 | -5
CSc1ccc(C(=O)/C=C/c2ccc(N)cc2)cc1 | -2.1 | 0 | 1 | 5 | 4 | -2.6 | 91 | 2 | -6 | 7
CC(OC(=O)c1ccc([N+](=O)[O-])s1)C(=O)Nc1ncc(Cl)cc1Cl (configuration not stated) | -0.5 | 0 | 2 | 6 | 0 | 0.8 | 96 | 4 | -1 | -13
O=C(NC(=S)Nc1ccc2c(c1)OCO2)c1ccccc1 | 1.5 | 3 | -4 | 0 | -6 | -0.9 | 101 | -4 | -13 | 11
CCOC(=O)CSc1nnc(-c2ccccc2)o1 | 0.6 | 2 | 1 | 0 | -4 | -0.1 | 99 | -3 | -3 | -18
COc1ccc2oc(=O)c(/C(C)=N/Nc3nc(-c4cc(C)ccc4C)cs3)cc2c1 | -1.2 | 1 | -1 | 1 | -4 | -1.5 | 94 | -3 | -1 | ·
COC(=O)[C@@]12CCCCN1[C@H](c1ccc(-c3ccc(Cl)c(Cl)c3)c(OC)c1)[C@H]1C(=O)N(C)C(=O)[C@H]12 | -1.3 | 0 | 1 | · | -32 | 6.8 | 97 | -5 | -3 | -3
Cc1ccc(-n2nc3c(N4CCC(C(=O)NCc5ccccc5C)CC4)nnc(C)c3c2C)cc1 | -2.8 | -4 | -2 | -3 | -14 | -5.4 | 125 | -14 | 2 | -6
O=C(Cc1ccc([N+](=O)[O-])cc1)Nc1ccc(C(=O)N2CCOCC2)cc1 | -0.1 | -5 | -1 | · | -4 | 2.0 | 105 | -3 | -1 | -2
CC(C)OC(=O)CCC(=O)Nc1ccc(F)cc1 | -0.6 | 2 | · | -4 | 5 | -0.1 | 97 | -3 | -1 | -6
COc1ccc(Cc2nc3ccc(C(=O)N4C[C@@H](C)O[C@@H](C)C4)cc3o2)cc1OC | -1.7 | 2 | -2 | -2 | -5 | -1.0 | 107 | -4 | 0 | -15

Given tab-delimited: part of the list above.
SMILES	CAL PDZ FP-1	V-ATPase pHluor	CAL PDZ FP-2	NSD2 inh	RTF Ca sens inh	C-LANA FP	DSG3 Ab inh	Keap1 Nrf2 FP	DAGLB inhibitor	Arr AP2 block
Cc1ccc(O)c(N=Cc2cccs2)c1	-0.7	-1	-2	3	-16	3.9	97	-1	0	21
O=C(O)CCc1ccc(-c2cccs2)n1CC1CCCO1 (configuration not stated)	-0.2	1	-2	0	-1	-1.0	·	-3	2	34

Remaining list, next part
SMILES | CAL PDZ FP-1 | V-ATPase pHluor | CAL PDZ FP-2 | NSD2 inh | RTF Ca sens inh | C-LANA FP | DSG3 Ab inh | Keap1 Nrf2 FP | DAGLB inhibitor | Arr AP2 block
Cc1ccc(CN2CCSc3ccc(C(=O)NCCCN4CCOCC4)cc32)cc1 | -0.1 | 2 | · | 10 | -4 | 0.3 | 108 | 2 | 1 | 2
Cc1cc(NC(=O)C2CCCCC2)nc2c1c(=O)oc1ccccc12 | -0.4 | 0 | 11 | · | 2 | -1.2 | 97 | 3 | -1 | 9
COc1cccc2[nH]c3c(N4CCC(C(N)=O)CC4)ncnc3c12 | 0.1 | 2 | -5 | 1 | -12 | -0.4 | 98 | -2 | -2 | -2
Cc1ccc(C)c(CN2C(=O)CSc3ccc(C(=O)NCCN4CCOCC4)cc32)c1 | -0.2 | -3 | -1 | -3 | -35 | 1.9 | 108 | -2 | 0 | 8
Cc1ccccc1-n1nc2c(c1NC(=O)c1c(-c3ccccc3Cl)noc1C)CSC2 | -3.8 | -1 | -3 | · | -7 | -2.8 | 111 | 1 | 12 | -1
Cc1cccc(N2C(=O)c3ccc(Br)cc3C2=O)n1 | 1.4 | -2 | 5 | 21 | 8 | 0.3 | 122 | -2 | 0 | 19
COc1cc([C@H]2Oc3c(OC)cc(CCCO[C@@H]4O[C@H](CO)[C@@H](O)[C@H](O)[C@H]4O)cc3[C@@H]2CO)ccc1O | 0.3 | 0 | 1 | · | 2 | -5.4 | · | -2 | -6 | 3
O=S(=O)(c1ccc(OC(F)(F)F)cc1)N1CCCC(c2ccccc2)C1 (configuration not stated) | -0.7 | -2 | -1 | -1 | -5 | -0.7 | 99 | -9 | -13 | 6
CCN(CC)CCCNC(=O)c1cc2c(=O)n(C)c3ccccc3c2n1C | -1.7 | 2 | · | · | 4 | -3.8 | 116 | -6 | 2 | -1
COc1cccc(CN2CC(C(=O)NCCN3CCOC3=O)CCC2=O)c1 (configuration not stated) | -1.4 | 1 | -3 | -9 | -2 | -0.2 | 97 | -6 | 3 | -9
CCOC(=O)c1c(NC(=O)C2c3ccccc3Oc3ccccc32)sc(C(C)=O)c1C | -2.5 | -2 | 0 | 0 | -6 | 0.3 | 102 | -1 | -5 | 5
CC(C)CCn1c(CN2CC(C)OC(C)C2)nc2c1c(=O)n(C)c(=O)n2C (configuration not stated) | -1.0 | 4 | · | · | -3 | 0.0 | 100 | -3 | -3 | -7
